Source: PubChem
aSyn UTR inh: MLPCN primary screen, SNCA 5' untranslated region. 300,000 compounds, 0.82% hits. inhibition, % (tested at 7.5 µM). alpha-synuclein 5'UTR reporter, inhibitor activity; in the data active means inhibition above about 60%; inconclusive means no clear call, values can overlap the other calls;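 further: H4 neuroglioblastoma cells stably carrying SNCA 5'UTR luciferase fusion; 0% = DMSO wells and 100% = positive control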
GSK3A inh: inhibitors of human GSK-3 alpha kinase | P49840 | ADP-Glo luminescence, 60 min | inhibition, % at 10 µM | 320,000 compounds, 0.1% hits | AID 2650;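 in the data active means inhibition above about 50%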;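 further: GST-tagged GSK-3 alpha with peptide substrate and 25 µM ATP; 0% = DMSO neutral wells and 100% = GW8510 positive control wells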
Target sequence (P49840 whole entry, looked up): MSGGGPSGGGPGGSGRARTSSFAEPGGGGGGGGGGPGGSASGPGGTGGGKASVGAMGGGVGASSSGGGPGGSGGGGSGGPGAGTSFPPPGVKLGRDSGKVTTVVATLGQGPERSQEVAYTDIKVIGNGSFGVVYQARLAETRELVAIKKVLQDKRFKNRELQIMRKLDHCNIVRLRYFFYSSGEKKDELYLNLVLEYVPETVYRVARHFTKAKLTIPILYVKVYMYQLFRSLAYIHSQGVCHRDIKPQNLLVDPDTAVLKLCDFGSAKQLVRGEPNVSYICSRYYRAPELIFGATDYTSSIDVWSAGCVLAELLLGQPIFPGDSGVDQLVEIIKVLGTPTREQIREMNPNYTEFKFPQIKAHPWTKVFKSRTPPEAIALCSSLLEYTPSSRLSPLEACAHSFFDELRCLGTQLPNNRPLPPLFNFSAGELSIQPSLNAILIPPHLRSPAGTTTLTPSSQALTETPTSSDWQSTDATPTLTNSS
IEC-6 cytotox: kills IEC-6 intestinal cells in KLF5 counter-screen; IEC-6 cytotoxicity, luminescence viability; inhibition, % at 5 µM; 290,000 compounds, 0.78% hits; AID 1825; in the data active means inhibition above about 22%;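 further: 0% = plate median of test compound wells and 100% = cytotoxic reference compound wells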
KLF5 inh: suppresses KLF5 promoter-driven expression | DLD-1 KLF5 promoter-luciferase reporter, luminescence | 290,000 compounds, 0.23% hits | inhibition, % at 5 µM | AID 1700;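 active means inhibition above a per-plate limit of that plate's mean compound inhibition plus 3 SD, cut at about 60% in these data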;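 further: 0% = DMSO wells and 100% = LY294002 at 200 µM; higher means less KLF5 promoter-driven luciferase light; inactives centre near -14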
AI-2 QS mod: modulators of Vibrio harveyi AI-2 quorum sensing system; activity change, % at 7.5 µM; Vibrio harveyi JMH597 AI-2 luminescence/OD600 ratio, 9 h; stronger effect = lower value; strain lacks LuxN and CqsS sensors; 0 = neutral-control median; 300,000 compounds, 0.4% hits; in the data active means activity change below about -75%, passing the limit was not always enough; inconclusive means no clear call, values can overlap the other calls;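 further: luminescence divided by OD600 gain over 9 h not by final OD600 alone; inactives centre near 13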
HSF1 inh: HSF1 inhibition; NIH3T3-HGL HSE-luciferase, MG132-induced, luminescence 8 h; stronger effect = lower value; activity change, negative = inhibition, % at 7.5 µM (by protocol); 300,000 compounds, 0.77% hits; AID 2098;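 active means more than half of replicate wells show activity change below -50%, luminescence cut by over half; inconclusive means some wells, but at most half, below -50%; inactive means no replicate well below -50%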;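 further: luciferase reports HSF-1 transcriptional activity via heat shock element; 0% = median of DMSO wells and -100% = zero luminescence signal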
HIF activator: HIF pathway transcriptional activation. U2OS HRE-luciferase reporter, luminescence; normalized: DMSO 0%, desferrioxamine 100%. activation, % at 7.5 µM (by protocol). 300,000 compounds, 0.32% hits;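 active means mean activation of at least 10% of the iron chelator positive control signal, with at least half of replicates also reaching 10%; inconclusive means mean and replicate majority disagree about reaching 10%; inactive means mean and most replicates under 10%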
GSK3B inh: human GSK3beta kinase inhibition; GST-GSK3beta kinase, ADP-Glo luminescence, 60 min; stronger effect = lower value; activity score (negative = inhibition), % at 10 µM; 300,000 compounds, 0.038% hits; AID 2097;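 active means more than half of replicate wells score below -50%, meaning over 50% inhibition versus plate controls; inconclusive means some replicates but at most half score below -50%; inactive means no replicate scores below -50%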;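 further: 0% = median DMSO wells and -100% = median GW8510 positive control wells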
Target sequence (P49841 whole entry, looked up): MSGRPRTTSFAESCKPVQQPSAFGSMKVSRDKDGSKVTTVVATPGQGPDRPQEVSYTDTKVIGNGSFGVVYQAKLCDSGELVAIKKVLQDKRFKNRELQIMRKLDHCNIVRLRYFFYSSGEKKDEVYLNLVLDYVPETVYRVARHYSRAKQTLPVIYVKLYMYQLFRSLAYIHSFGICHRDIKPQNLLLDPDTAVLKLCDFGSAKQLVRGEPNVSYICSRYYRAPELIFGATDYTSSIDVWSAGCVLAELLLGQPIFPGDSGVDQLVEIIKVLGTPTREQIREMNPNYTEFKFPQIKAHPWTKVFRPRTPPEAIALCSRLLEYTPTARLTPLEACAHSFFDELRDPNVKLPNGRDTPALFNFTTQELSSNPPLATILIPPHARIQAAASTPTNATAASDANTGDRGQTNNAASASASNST
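Assay system: GST-tagged human GSK3beta kinase, cell-free; Input: 1.6 ng GSK3beta; Medium: Tris/MgCl2 kinase buffer; Timing: 60 min enzyme reaction, room temperature; Signal: ADP-Glo luminescence quantifying ADP generated by kinase; Evaluation: score relative to plate controls; Benchmarks: DMSO neutral wells and GW8510 at 20 µM as positive.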
HSF-1 act: increases HSF-1 driven luciferase reporter signal. NIH3T3-HGL HSF-1 luciferase reporter, MG132, 8 h; 100% = twice DMSO control signal. activation, % at 9 µM. 300,000 compounds, 1.7% hits. AID 504408;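 active means mean replicate activation of at least 50% with a set share of replicates each reaching 50%; inconclusive means only one of those two conditions met; inactive means mean below 50% and too few replicates reaching it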;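 further: 0% = median of the neutral control wells and 100% = twice that signal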
HSP90 inh: HSP90 refolding inhibition in rabbit reticulocyte lysate; luciferase refolding luminescence, 3 h; inhibition, % at 5.6 µM; 290,000 compounds, 0.91% hits; AID 1789;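 active means inhibition above the screen-wide mean plus 3 SD, computed separately per campaign, cut at about 16% in these data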;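 further: 0% = DMSO wells and 100% = 60 µM geldanamycin wells; inhibitors lower the luminescence because luciferase stays unfolded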
Starred values were filed as active, the others as inactive; u = inconclusive; x = not tested or not shown. The order is random, and some 4.7% of all compounds hit somewhere here.

SMILES | aSyn UTR inh | GSK3A inh | IEC-6 cytotox | KLF5 inh | AI-2 QS mod | HSF1 inh | HIF activator | GSK3B inh | HSF-1 act | HSP90 inh
Cc1cccc(NC(=O)C(CC(C)C)NC(=O)C2CCC(C)CC2)n1 (stereo unspecified) | -4 | -2 | 2 | -8 | 10 | -3 | 0.2 | 4 | -11 | -2
CCOC(=O)C1CCN(C(=O)CSc2c3c(nc4ccccc24)CCC3)CC1 | -24 | 3 | 6 | 3 | 19 | 10 | -0.6 | -1 | 13 | 0
COC(=O)c1cc(NC2c3ccccc3C(=O)N2c2ccc(Cl)cn2)cc(C(=O)OC)c1 (stereo unspecified) | -59 | 0 | 3 | -19 | 16 | 1 | 1.1 | 0 | 20 | -8
C=CCOc1c(Br)cc(CNc2nccs2)cc1OC | 16 | -1 | -1 | 0 | -4 | -9 | 0.0 | -1 | 0 | -5
Cn1cnc(S(=O)(=O)NCc2ccccc2)c1 | 12 | x | 2 | -1 | 25 | 0 | -16 | 0 | 2 | 2
Cc1ccc(C(=O)N/C(=C/c2ccco2)C(=O)N2CCC(C)CC2)cc1 | 8 | 3 | -6 | -2 | -1 | -2 | -0.6 | 0 | 8 | 3
CCN(CC)C(=O)C1CC(c2ccc(OC)cc2)=NO1 (stereo unspecified) | -103 | 0 | -1 | -79 | 10 | 4 | 1.4 | -6 | 15 | -4
COc1ccccc1CN(C)C(=O)c1cccc(S(=O)(=O)N2CCN(Cc3ccccc3)CC2)c1 | 4 | -1 | x | x | 15 | -2 | 1.1 | 4 | 1 | x
COc1ccc(Cc2nc(=S)[nH][nH]2)cc1Br | -6 | -1 | -3 | -5 | 7 | 5 | 0.2 | 2 | 14 | 0
CCOc1ccc(C(=O)n2cc(C(=O)OC)c3ccccc32)cc1 | -48 | -8 | 11 | -5 | 16 | -7 | -1.0 | -1 | -6 | 1
CCNC(=O)COc1ccc(OCc2ccccc2)cc1 | -23 | -4 | 4 | -37 | 15 | 6 | 1.1 | 2 | 5 | -3
CCOCCCNC(=O)C1CCC(CNS(=O)(=O)c2ccc(F)cc2)CC1 (stereo unspecified) | 5 | -1 | 0 | -29 | 13 | -5 | -0.1 | 4 | -2 | 0
C/C(=N\Oc1cccc(F)n1)c1ccc(Cl)cc1Cl | -35 | 2 | -2 | 1 | 27 | 2 | 0.5 | 0 | 14 | 5
COc1ccc(CCNC(=O)CCN2C(=O)c3cccc4cccc(c34)C2=O)cc1OC | 13 | -1 | 4 | -10 | 9 | -5 | -0.3 | -9 | 1 | 3
CC1=Nc2ccccc2N=C(N)C1c1ccccc1 (stereo unspecified) | -124 | -3 | 7 | -91 | 27 | 18 | 2.0 | 0 | 35 | 1
O=C(NNc1cc(Cl)ccc1Cl)C1CCC1 | 5 | -2 | 1 | -13 | 26 | 2 | -0.5 | 0 | 8 | 0
CCOC(=O)c1c(C)[nH]c(C(=O)CN2CCN(CC)CC2)c1C | 1 | 0 | -8 | 10 | 15 | -6 | -0.1 | 1 | -7 | 3
N/C(Cc1ccc([N+](=O)[O-])cc1)=N\OC(=O)C1CCCCC1 | -31 | -1 | -7 | 11 | 19 | 11 | 0.9 | 0 | -5 | -6
COc1ccc(NC(=O)CCNS(=O)(=O)c2cccc3nsnc23)cc1OC | 3 | 0 | -3 | 10 | 11 | 0 | -0.2 | 0 | -5 | 0
COc1cc(C)c(Br)cc1S(=O)(=O)NCc1cccs1 | -6 | 0 | -2 | -22 | -6 | 0 | -0.2 | -1 | 1 | 1
O=C(CCNC(=O)N1CCn2c1nc1ccccc12)NCc1ccccc1 | 9 | -2 | 1 | -13 | 30 | 1 | -0.3 | 2 | -3 | -4
CC(NCC1COc2ccccc2O1)C1COc2ccccc2O1 (stereo unspecified) | 2 | -3 | 1 | -33 | 30 | -6 | -16 | 1 | 10 | 1
CCN(CC)c1ccc2c(c1)oc(=O)c1c(Cl)cc(=O)oc12 | -30 | -11 | 4 | -36 | 8 | 63 | -0.8 | -4 | u | 6
COc1cc(Cl)c(C)cc1NC(=S)NN | -3 | -2 | 2 | 9 | 8 | 8 | 0.1 | 0 | 19 | 1
OCc1ccc(-c2ccccc2)c(-c2ccccc2)c1 | 15 | -3 | x | x | 30 | 5 | -0.3 | 3 | 0 | x

Retrieved by structure from above:
SMILES | aSyn UTR inh | GSK3A inh | IEC-6 cytotox | KLF5 inh | AI-2 QS mod | HSF1 inh | HIF activator | GSK3B inh | HSF-1 act | HSP90 inh
C=CCOc1c(Br)cc(CNc2nccs2)cc1OC | 16 | -1 | -1 | 0 | -4 | -9 | 0.0 | -1 | 0 | -5
Cc1ccc(C(=O)N/C(=C/c2ccco2)C(=O)N2CCC(C)CC2)cc1 | 8 | 3 | -6 | -2 | -1 | -2 | -0.6 | 0 | 8 | 3

Additional entries.
SMILES | aSyn UTR inh | GSK3A inh | IEC-6 cytotox | KLF5 inh | AI-2 QS mod | HSF1 inh | HIF activator | GSK3B inh | HSF-1 act | HSP90 inh
CCOC(=O)c1cnc2ccc(C)cc2c1N(C)Cc1ccccc1 | 13 | 0 | 3 | -8 | 3 | 3 | -0.8 | 0 | -2 | 3
COC(=O)c1cc(CSc2nc3ccccc3c(=O)n2C)oc1C | -19 | -1 | -6 | -1 | 31 | 17 | 1.7 | -4 | 18 | 0
CCOc1ccc(-c2nnc(NC(=O)Cc3cc(OC)c(OC)c(OC)c3)o2)cc1 | -18 | -1 | 5 | -15 | 6 | -4 | 1.3 | -3 | 13 | 4
Cc1ccc2oc(=O)n(CC(=O)O)c2c1 | 7 | -2 | 0 | -23 | 25 | 3 | 0.3 | 1 | 2 | 0
O=C(c1cc(Br)c(Br)s1)N1CCN(C/C=C/c2ccccc2)CC1 | 2 | 1 | -1 | -37 | 10 | 3 | -27 | -3 | 18 | 1
Cc1c(C(=O)N/N=C/c2ccc(O)c(Br)c2)sc(N)c1C#N | x | 23 | 1 | -30 | x | x | x | x | x | -1
O=C(NCCCCc1ccccc1)C1CC(c2ccccc2[N+](=O)[O-])=NO1 (stereo unspecified) | 1 | -6 | -6 | -15 | 1 | 1 | 0.2 | -1 | 0 | -4
CC(=O)Nc1ccc(S(=O)(=O)NCC2CCC(C(=O)NCc3ccccc3)CC2)cc1 (stereo unspecified) | 13 | 1 | 1 | 4 | 17 | 6 | -0.3 | 2 | 4 | 3
O=C(NCc1ccc(Cl)cc1)C1CCN(S(=O)(=O)c2cccnc2)CC1 | 21 | 1 | -9 | -26 | -79* | 2 | 0.3 | -2 | -5 | -4
Cc1cccc2cc(-c3nc4c(C)cccn4c3NCc3ccco3)c(=O)[nH]c12 | -15 | -2 | 2 | 7 | 30 | 10 | -0.1 | -3 | 12 | 1
O=C(CCNC(=O)c1ccc(Br)cc1)OCc1ccccc1Cl | -10 | -1 | x | x | 17 | -1 | -0.1 | -4 | -18 | x
CSCCC(N=Cc1c(O)n(-c2ccc(F)cc2)c(=O)[nH]c1=O)C(=O)O (stereo unspecified) | 11 | x | 2 | -5 | 14 | -5 | -0.4 | 2 | -14 | 1
Cc1cc(C)n(C(=O)CSc2nnc(SCC(=O)n3nc(C)cc3C)s2)n1 | 15 | 0 | -7 | -10 | 24 | -3 | -0.3 | 1 | -11 | -1
COc1ccccc1OCCCn1c(C)c(C#N)c2ccccc21 | 18 | -2 | 2 | -14 | 12 | 7 | 1.4 | -1 | 13 | 1
O=C(CCCn1c(=O)c2ccccc2n(Cc2ccccc2)c1=O)NCc1ccco1 | -8 | 2 | 0 | -24 | 7 | -7 | 0.1 | 1 | 9 | 8
CC(C)n1cnnc1SCC(=O)Nc1ccc(Br)cc1F | 18 | -1 | 5 | -37 | 20 | 4 | -0.5 | 0 | 0 | 1
Cn1c(SCc2ccc(C#N)cc2)nnc1-c1ccncc1 | -1 | -5 | -3 | -44 | 15 | 7 | -1.3 | 3 | 3 | -2
Cc1ccc(C(=O)CCNc2ccc(F)c(Cl)c2)o1 | -19 | -3 | 31* | -7 | -18 | 10 | 1.0 | -2 | 33 | -1
C/C(=N/NC(=O)c1ccc(NC(=O)c2ccc(F)cc2)cc1)c1ccccc1 | 14 | -3 | -1 | -52 | 13 | -1 | -0.6 | 2 | -13 | -2
COc1ccc(OC)c(/C=N/NC(=O)C(=O)NCc2cccnc2)c1 | 11 | -2 | 12 | -24 | 0 | -6 | 0.2 | 3 | 10 | 2
CCC(C)(C)NC(=O)C(Sc1ccccc1)c1ccccc1 (stereo unspecified) | 2 | -1 | -2 | -18 | 1 | 11 | -0.2 | 3 | 35 | 5
CCN(CC)c1ccc(/C=N/NC(=O)c2ccc([N+](=O)[O-])cc2)cc1 | 2 | -2 | -2 | 12 | 26 | -17 | 0.3 | -1 | -7 | -5
COc1ccc2c(-c3ccccc3)cc(SC(C)C(N)=O)nc2c1 (stereo unspecified) | 38 | 0 | 20 | -9 | 11 | 4 | -0.5 | 0 | 10 | 1
N#CC1=C(N)N(c2ccccc2)C(c2ccccc2)C1(C#N)C#N (stereo unspecified) | 40 | 4 | -5 | -36 | 37 | 4 | 0.0 | -6 | 14 | 2
COc1cccc(N2CCN(c3ccc4nnc(CCC(=O)N5CCC(C)CC5)n4n3)CC2)c1 | -7 | 2 | 1 | -15 | 30 | 7 | -0.4 | 0 | 1 | 0
CCCCn1c(N)c(N(CC(C)C)C(=O)c2cc(C)oc2C)c(=O)[nH]c1=O | 12 | -3 | -3 | -17 | 10 | -3 | -1.0 | 2 | -7 | -5

Of the compounds above, these have bromine.
SMILES | aSyn UTR inh | GSK3A inh | IEC-6 cytotox | KLF5 inh | AI-2 QS mod | HSF1 inh | HIF activator | GSK3B inh | HSF-1 act | HSP90 inh
C=CCOc1c(Br)cc(CNc2nccs2)cc1OC | 16 | -1 | -1 | 0 | -4 | -9 | 0.0 | -1 | 0 | -5
COc1ccc(Cc2nc(=S)[nH][nH]2)cc1Br | -6 | -1 | -3 | -5 | 7 | 5 | 0.2 | 2 | 14 | 0
COc1cc(C)c(Br)cc1S(=O)(=O)NCc1cccs1 | -6 | 0 | -2 | -22 | -6 | 0 | -0.2 | -1 | 1 | 1
O=C(c1cc(Br)c(Br)s1)N1CCN(C/C=C/c2ccccc2)CC1 | 2 | 1 | -1 | -37 | 10 | 3 | -27 | -3 | 18 | 1
Cc1c(C(=O)N/N=C/c2ccc(O)c(Br)c2)sc(N)c1C#N | x | 23 | 1 | -30 | x | x | x | x | x | -1
O=C(CCNC(=O)c1ccc(Br)cc1)OCc1ccccc1Cl | -10 | -1 | x | x | 17 | -1 | -0.1 | -4 | -18 | x
CC(C)n1cnnc1SCC(=O)Nc1ccc(Br)cc1F | 18 | -1 | 5 | -37 | 20 | 4 | -0.5 | 0 | 0 | 1
